NFkB transloc inh – blocks IL-1B driven NFkB nuclear translocation in HUVEC cells; inhibition, % at 2 µM; 0.43% of 94,000 active; HUVEC IL-1B NFkB p65 nuclear translocation imaging;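 active = inhibition above about 30% together with a positive call from visual inspection of the well image, limit read from the data; inconclusive = inhibition above a set limit but visual check negative; inactive = inhibition not above a set limit, visual check negative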;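 also: nuclear over cytoplasmic p65 intensity ratio measured by imaging; 0% = IL-1B stimulated DMSO wells and 100% = unstimulated DMSO wells; values of inactives mirror those of a sister screen read the other way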
NFkB transloc pot – enhances IL-1B driven NFkB nuclear translocation; HUVEC IL-1B NFkB p65 nuclear translocation imaging; 0.3% of 94,000 active; activation, % at 2 µM;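 active = activation above 40%, about the mean plus 3 SD, also judged a hit on visual image review; inconclusive = activation above 40% but not a hit on visual review; inactive = activation not above 40% and no visual hit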;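 also: percent activation is computed from the nuclear over cytoplasmic p65 intensity ratio; values of inactives mirror those of a sister screen read the other way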
PLAP inhibitors HTS – inhibition of human placental alkaline phosphatase – biochemical, luminescence, HTS (AID 690); purified PLAP, luminescent substrate; higher % means a stronger effect; inhibition, % at 20 µM; hits with a dose series show IC50 in µM; 0.08% of 96,000 active; in the data active = a potency from the dose series; inactive = the rest, 99 in 100 with inhibition below about 30%; also: strong numbers were not always called active
MRP resist rev – MRP-mediated drug resistance reversal; H69AR cells + 2 uM doxorubicin, CellTiter-Glo, 72 h; differential viability (reversal), % at 10 µM; 0.04% of 85,000 active;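 active = viability drop by adding the cancer drug above about 55%, with treated viability meeting a 40% cutoff, limit read from the data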;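 also: viability without doxorubicin minus viability with 2 µM doxorubicin for each compound; larger differential means the compound sensitizes cells more to doxorubicin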
Bcl-B TR3 displacers – displacers of TR3 peptide from Bcl-B, primary screen, selectivity assay for Bfl-1 inhibitor project, biochemical, fluorescence polarization. FP displacement of FITC-TR3 peptide from Bcl-B; higher % means a stronger effect. one-dose displacement, % at 20 µM; IC50 in µM for titrated hits. 0.11% of 96,000 active;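 active = displacement above 50% at 20 µM plus a fluorescence interference ratio under 1.5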;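 also: plate controls were wells without compound for no effect and wells lacking Bcl-B protein for full effect; a part of the inactive calls stands beside numbers as strong as those of hits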
MRP resist rev cytotoxicity – further read-out of MRP resist rev, marked with its call; viability, %; H69AR cells, CellTiter-Glo, 72 h; measured here: cytotoxicity without doxorubicin
MRP resist rev with doxorubicin – second read-out of MRP resist rev, no call of its own (marks repeat the call); viability, %; measured here: viability with 2 uM doxorubicin; stronger effect = lower value
NFkB transloc inh cell count 2 µM – also measured in NFkB transloc inh; calls as there; cell count; measured here: cells passing quality filter;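 raw number of nuclei counted in each imaged well without normalization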
NFkB transloc pot cell count 2 µM – further read-out of NFkB transloc pot, marked with its call; cell count; measured here: cells passing quality filter
* = called active by the depositor; ? = inconclusive; nt = not tested or not shown.

SMILES	NFkB transloc inh	NFkB transloc inh cell count 2 µM	NFkB transloc pot	NFkB transloc pot cell count 2 µM	PLAP inhibitors HTS	MRP resist rev	MRP resist rev cytotoxicity	MRP resist rev with doxorubicin	Bcl-B TR3 displacers
CCCc1nnc(NC(=O)c2ccncc2)s1	-3	199	3	199	15%	12	95	83	-1%
Cc1ccc(C(=O)Nc2cc3c(cc2Cl)OCCCO3)cc1	nt	nt	nt	nt	12%	nt	nt	nt	-2%
COc1ccc(Cc2ccc(OC)c(N)c2)cc1N	-6	147	6	147	1%	-34	29	63	3%
CCc1c(C)sc(NC(=O)c2cc(C)no2)c1C#N	-16	83	16	83	11%	-28	68	96	7%
CCOC(=O)c1oc2nc(C(C)C)c3c(c2c1N)CC(C)(C)OC3	11	146	-11	146	-12%	-8	92	100	3%
CSc1nc2cc(F)c(F)cc2n1C	-36	146	36	146	-19%	7	94	87	5%
CC(C)(C)NC(=O)Cn1c(SCC(=O)Nc2nccs2)nc2ccccc21	4	143	-4	143	nt	8	92	84	nt
CCc1ccc(OCC(=O)NCc2ccco2)c(Br)c1	-7	185	7	185	-44%	-2	87	89	-13%
COCCNC(=O)CN1CCN(Cc2cccc(Cl)c2)C1=O	-4	45	4	45	20%	-18	96	115	2%
COC(=O)Cc1cc(=O)[nH]c(Nc2nc3ccccc3o2)n1	0	110	0	110	-160%	4	79	75	-2%
COc1ccc(NC(=O)c2ccc(Cl)c(S(=O)(=O)N3CCc4ccccc4C3)c2)cn1	nt	nt	nt	nt	-47%	-22	51	73	12%
Cc1cc(NC(=O)CSc2nnc3c(C)cc4c(C)ccc(C)c4n23)no1	-4	184	4	184	-5%	-30	26	56	4%
CC1=C(C(=O)OCC2CCCO2)C(c2cccc(C(F)(F)F)c2)C2=C(CC(c3ccco3)CC2=O)N1 (configuration not stated)	26	45	-26	45	-84%	3	75	72	-2%
COC(=O)CCC(=O)NNC(=O)CCCOc1ccc(Cl)cc1Cl	-34	162	34	162	5%	nt	nt	nt	1%
O=C(Nc1nc(=S)ss1)c1c(F)cccc1F	10	105	-10	105	0%	nt	nt	nt	-5%
O=C(O)c1cccc(S(=O)(=O)Nc2ccc3oc(=O)sc3c2)c1	-22	52	22	52	-32%	-13	85	98	0%
Cc1cccc(NC(=O)c2sc3nc4c(c(-c5cccs5)c3c2N)CN(C)CC4)c1	-15	197	15	197	-68%	23	57	34	-61%
Cc1ccc(C(=O)/C=C/c2ccc(-c3ccccc3[N+](=O)[O-])o2)cc1	-8	181	8	181	-11%	nt	nt	nt	-3%
Cc1nc2c(c(=O)n1CCC1=CCCCC1)c1nc3ccccc3nc1n2/N=C/c1ccco1	-3	135	3	135	-49%	-4	77	81	-57%
COc1ccc(CCNC2CC(C)N(C)CC2C)cc1OC (configuration not stated)	-53	129	?	nt	-34%	nt	nt	nt	4%
COc1ccc(C)cc1NC(=O)CN1C(=O)c2cccc3cccc1c23	-26	194	26	194	10%	-6	28	33	-4%
Cc1ccc(CNc2cnccn2)cc1	0	143	0	143	9%	nt	nt	nt	-5%
COC(=O)c1cc(NC2c3ccccc3C(=O)N2c2cccnc2)cc(C(=O)OC)c1 (configuration not stated)	-3	61	3	61	nt	nt	nt	nt	nt
Cc1cc(NC(=O)Cn2cnc3c(cnn3C(C)(C)C)c2=O)no1	4	168	-4	168	nt	0	97	98	nt
Cc1nc2ccccc2c(=O)n1N	18	145	-18	145	-2%	-1	100	101	5%
CCOC(=O)C1CCN(C(=O)c2cccnc2)CC1	-19	96	19	96	2%	8	95	87	-10%
COc1ccc(CN(C(=O)CSc2nnc(-c3ccccc3C)o2)c2ccc(F)cc2)cc1	-11	140	11	140	nt	0	0	0	nt
O=C(O)c1ccc2c3c(ncnc13)-c1ccccc1C2=O	nt	nt	nt	nt	4%	-38	65	103	105%
O=c1oc2c(CN3CCOCC3)c(O)c(Cl)cc2c2c1CCC2	nt	nt	nt	nt	-26%	-9	76	84	4%
CCn1c(CSc2nc3ccccc3s2)nnc1SCC(=O)OC(C)(C)C	-13	191	13	191	-2%	10	88	78	-14%
Cn1c(COc2ccccc2)nnc1SCC(=O)Nc1ccc2c(c1)OCO2	nt	nt	nt	nt	22%	-30	70	100	7%
COc1cccc(NC(=O)C2CCN(S(C)(=O)=O)CC2)c1	3	167	-3	167	-4%	6	97	91	-5%
O=C(NCCC1=CCCCC1)NC1CCCCC1	10	151	-10	151	nt	nt	nt	nt	nt
O=C(CCc1ccccc1)Nc1ccc(NC(=O)c2ccco2)nc1	-9	158	9	158	27%	5	91	86	1%
CCN(CC)S(=O)(=O)c1ccc2c(c1)nc(SC(C)C(N)=O)n2-c1ccc(OC)cc1 (configuration not stated)	5	99	-5	99	-94%	8	89	82	-10%
COc1ccc(CNCCNC(=O)c2nonc2N)cc1OC	-3	151	3	151	nt	-7	98	106	nt
O=S(=O)(Cc1ccccc1Cl)Nc1ccccn1	-8	147	8	147	-1%	-6	82	89	-8%
COc1cc2c(cc1OC)CN(CC(=O)Nc1ccc3c(c1)OCO3)CC2	11	160	-11	160	-7%	14	89	75	-6%
CC(Sc1nc(N)cc(=O)[nH]1)C(=O)NC1CCCCC1 (configuration not stated)	-2	108	2	108	-3%	12	97	85	-2%
COc1ccc(S(=O)(=O)NCCSC(C)(C)C)c(Cl)c1Cl	-12	90	12	90	32%	12	99	87	9%
O=C(CC1COc2ccccc2O1)NC1CCCCC1 (configuration not stated)	-7	142	7	142	20%	6	92	86	-16%
CC(C)Cc1cc(C(=O)NCc2cccnc2)no1	-32	209	33	209	-11%	2	94	92	1%
CC1CCCCC1NC(=O)Cn1nnc(-c2ccc(Cl)cc2)n1 (configuration not stated)	-8	151	8	151	17%	9	96	86	0%
Cc1nn(-c2ccccc2)c2c1C(c1c(C)[nH]c(C#N)c1C)C(C#N)=C(N)O2 (configuration not stated)	-22	149	22	149	13%	-4	89	93	-5%
CCC1Oc2ccc(C)cc2N(Cc2cccc(C)c2)C1=O (configuration not stated)	-3	94	3	94	7%	nt	nt	nt	0%
Cc1cc(-c2ccccc2C(=O)O)on1	8	151	-8	151	0%	6	99	93	-12%
CC(C)CNS(=O)(=O)c1ccc(S(=O)(=O)NC2CCOC(C)(C)C2)cc1 (configuration not stated)	-5	117	5	117	nt	4	91	88	nt
CCOC(=O)c1c(NC(=O)CC)sc(C(=O)N2CCCCC2)c1C	nt	nt	nt	nt	-90%	15	89	74	-3%
COc1ccc(CCC(=O)Nc2ccc3c(c2)OCCO3)cc1	-2	88	2	88	-6%	12	90	78	-17%
CCOC(=O)C(=CNc1ccc(C)cc1C)C(=O)OCC	9	117	-9	117	-14%	nt	nt	nt	-3%
More compounds follow.
SMILES	NFkB transloc inh	NFkB transloc inh cell count 2 µM	NFkB transloc pot	NFkB transloc pot cell count 2 µM	PLAP inhibitors HTS	MRP resist rev	MRP resist rev cytotoxicity	MRP resist rev with doxorubicin	Bcl-B TR3 displacers
CN1CCN(C(=O)c2cc3ccccc3oc2=O)CC1	9	161	-9	161	-5%	-12	85	98	-9%
C=CCn1c(CSc2nc3ccccc3s2)nnc1SCC(=O)NCc1ccco1	-12	101	12	101	-35%	-33	55	88	-6%
COc1cccc(C(CC(=O)Nc2cccc3ccccc23)NC(=O)c2ccccc2)c1 (configuration not stated)	-6	165	6	165	-10%	nt	nt	nt	-13%
CC1(C)CC(=O)c2sc(NC(=O)CN3C(=O)CCC3=O)nc2C1	-6	135	7	135	-12%	-21	71	93	-4%
O=C(Nc1cccnc1)c1cccs1	-7	137	7	137	-3%	7	82	75	-7%
COC(=O)c1c(NC(=O)CN2CCN(c3ccccc3)CC2)c2c(C)cccc2n1C	6	116	-6	116	-42%	10	74	64	-10%
Cc1ccc(CNC(=O)CCCC(=O)O)cc1	-9	181	9	181	14%	-3	91	94	-3%
Cc1ccccc1NC(=O)CSc1nnc(-c2ccccc2)n1-c1ccccc1	11	152	-11	152	24%	29	106	77	-10%
COc1cccc(C(=O)C2CN(c3ccccc3)CC2c2ccc(Cl)cc2)c1 (configuration not stated)	5	142	-5	142	-4%	nt	nt	nt	-2%
COc1cc(/C=N/n2cnnc2)ccc1OC(=O)c1ccncc1	-4	107	4	107	6%	-3	83	86	-17%
CC1CCN(c2nc3ccccc3nc2N2CCC(C)CC2)CC1	-10	129	11	129	2%	10	103	93	-6%
CCOC(=O)Nc1oc2ccccc2c(=O)c1C	36*	172*	-36	172	nt	4	95	91	nt
COc1ccc(NC(=O)CN2CCN(C3c4ccccc4-c4ccccc43)CC2)c(OC)c1	3	134	-3	134	-63%	43	59	15	-4%
CC1(C)CC(=O)c2cc(OCC(=O)N3CCOCC3)ccc2O1	0	202	0	202	2%	8	97	88	1%
Cc1cccc(C)c1OCC(=O)Nc1cccc(NC(=O)c2ccco2)c1	5	151	-5	151	nt	10	74	64	nt
Cc1ccc(Cl)cc1N1CCN(C(CC(C)C)c2nnnn2CC2CCCO2)CC1 (configuration not stated)	-1	84	1	84	10%	11	89	79	-13%
O=C(O)C1C2C=CC(C2)C1C(=O)OCc1ccccc1 (configuration not stated)	-6	116	6	116	20%	3	89	86	-2%
COc1ccc2c(c1)C(=O)N(c1ccccc1OC)C(=O)C2(C)C	0	121	0	121	3%	-8	79	87	2%
Cn1c(=O)oc2cc(S(=O)(=O)NCc3ccccn3)ccc21	2	44	-2	44	-9%	3	104	101	1%
CC1CCN(CC(=O)N2c3ccccc3CCc3ccccc32)CC1	-8	181	8	181	nt	nt	nt	nt	nt
CCc1ccc(-c2cc(C(=O)NN3CCOCC3)c3ccccc3n2)cc1	nt	nt	nt	nt	-17%	nt	nt	nt	3%
CC(=O)Nc1ccc2c(c1)ncn2C	-18	137	18	137	nt	5	93	88	nt
O=C(Oc1ccnc2cc(Cl)ccc12)N1CCCCCC1	nt	nt	nt	nt	-61%	-23	26	49	-12%

These rows are one share of the data, so the mix of outcomes need not match the whole.
